AGP1-GFP MLPCN: alters AGP1-GFP fluorescence in TOR pathway yeast screen | AID 2066 | GFP response vs DMSO, % at 10 µM | 320,000 compounds, 0.02% hits | S. cerevisiae AGP1-GFP multiplex flow cytometry, 3 h; GFP as percent of DMSO wells;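 active = GFP response relative to DMSO above a set limit, near screen average plus 3 SD, cut at about 150% in these data; inconclusive = fewer than 70 cells counted for the yeast strain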;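 note: median GFP channel fluorescence of the gated AGP1 strain per well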
VLA-4 inh: inhibition in a human VLA-4 binding assay; P13612; VLA-4 expressing cells, ligand binding flow cytometry; inhibition, % (about 7 µM as worked out from the volumes in the protocol); 330,000 compounds, 0.2% hits; AID 2557; in the data active = inhibition above about 50%
CIT2 TOR yeast: alters CIT2-GFP fluorescence in TOR pathway yeast screen; AID 2029; GFP response vs DMSO, % at 10 µM; 320,000 compounds, 0.065% hits; S. cerevisiae CIT2-GFP strain, flow cytometry, 3 h; 100 means same as DMSO wells;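 active = GFP response relative to DMSO above a set limit, near the screen mean plus 3 SD, cut at about 150% in these data; inconclusive = Fewer than 70 cells measured for a yeast strain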;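 note: ratio of well median GFP fluorescence to mean of DMSO wells on the plate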
MEX-5 binding: C. elegans MEX-5 TCR-2 RNA binding activity | Q9XUB2 | MEX-5/FITC-TCR2 RNA binding, fluorescence polarization; active compounds read low | activity score (negative = inhibition of binding), % at 10 µM | 300,000 compounds, 0.38% hits;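 active = inhibition past about -25% in most replicates, and total fluorescence under double the plate's negative control median, limit read from the data; inconclusive = replicates evenly split on the limit, or fluorescence at least double controls; inactive = too little inhibition in most replicates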;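 note: 0% = DMSO and -100% = 5 µM competing unlabeled TCR2 RNA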
GLD-1 RNA inh: GLD-1-TGE RNA interaction inhibition (C. elegans). 320,000 compounds, 0.44% hits. inhibition, % at 5.96 µM. purified GLD-1 + fluorescein TGE RNA, fluorescence polarization;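 active = percent inhibition above a per-plate cutoff, the plate mean of test compounds plus 3 SD, cut at about 30% in these data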;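 note: 0% = DMSO wells with GLD-1 and probe and 100% = wells lacking GLD-1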
Target sequence (Q17339 whole entry, looked up): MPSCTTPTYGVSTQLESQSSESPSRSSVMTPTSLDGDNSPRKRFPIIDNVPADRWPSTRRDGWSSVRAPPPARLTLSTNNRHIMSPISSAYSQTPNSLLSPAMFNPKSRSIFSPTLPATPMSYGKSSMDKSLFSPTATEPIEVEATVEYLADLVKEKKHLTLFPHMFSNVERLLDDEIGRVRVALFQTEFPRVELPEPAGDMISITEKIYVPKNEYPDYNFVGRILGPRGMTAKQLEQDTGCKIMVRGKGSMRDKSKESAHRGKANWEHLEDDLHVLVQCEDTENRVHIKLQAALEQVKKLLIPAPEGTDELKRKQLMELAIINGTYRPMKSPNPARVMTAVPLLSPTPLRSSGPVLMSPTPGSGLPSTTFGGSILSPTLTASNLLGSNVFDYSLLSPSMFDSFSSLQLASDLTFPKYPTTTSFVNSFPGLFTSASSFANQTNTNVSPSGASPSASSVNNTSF
BCLXL inh: inhibitors of human Bcl-xL. AID 2129. GST-Bcl-xL / FITC-Bim BH3 peptide fluorescence polarization. inhibition, % at 10.9 µM. Q07817. 320,000 compounds, 0.7% hits;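 active = inhibition above the mean of all tested compounds plus 3 SD, cutoff set per campaign, cut at about 30% in these data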;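 note: 0% = DMSO wells and 100% = unlabeled Bim-BH3 peptide competitor; inhibitors lower millipolarization by displacing the labeled peptide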
Target sequence (Q07817 whole entry, looked up): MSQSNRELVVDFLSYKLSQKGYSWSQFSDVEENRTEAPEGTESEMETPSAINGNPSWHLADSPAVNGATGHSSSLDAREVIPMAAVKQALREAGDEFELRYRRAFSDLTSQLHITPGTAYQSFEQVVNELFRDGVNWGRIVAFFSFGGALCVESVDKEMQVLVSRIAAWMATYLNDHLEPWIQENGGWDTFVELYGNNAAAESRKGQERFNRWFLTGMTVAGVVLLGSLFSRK
MCL1-BIM inh: inhibitors of human MCL1 binding to BIM-BH3 peptide; Q07820; GST-MCL1 / FITC-Bim-BH3 fluorescence polarization; inhibition, % at 10.9 µM; 320,000 compounds, 0.68% hits; AID 2057;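 active = inhibition above the mean inhibition of all tested compounds plus 3 SD, set per campaign, cut at about 40% in these data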;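 note: 0% = DMSO wells and 100% = unlabeled Bim-BH3 peptide control; higher means more loss of mP so more displacement of Bim peptide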
Target sequence (Q07820 whole entry, looked up): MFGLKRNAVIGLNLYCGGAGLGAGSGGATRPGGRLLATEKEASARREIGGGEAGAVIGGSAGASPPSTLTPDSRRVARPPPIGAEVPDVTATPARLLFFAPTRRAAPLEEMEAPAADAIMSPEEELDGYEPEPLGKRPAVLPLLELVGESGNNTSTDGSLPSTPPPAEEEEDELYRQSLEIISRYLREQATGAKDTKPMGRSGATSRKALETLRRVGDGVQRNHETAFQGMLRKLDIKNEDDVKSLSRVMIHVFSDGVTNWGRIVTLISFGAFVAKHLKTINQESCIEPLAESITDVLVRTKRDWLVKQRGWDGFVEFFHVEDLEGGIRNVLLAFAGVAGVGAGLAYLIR
GRK2 aptamer HTS: inhibitors of human GRK2 displacing RNA aptamer. P25098. inhibition of aptamer binding, % at 10 µM. 330,000 compounds, 0.59% hits. bead flow cytometry, FAM-aptamer displacement from GRK2;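 active = inhibition of aptamer binding above 40%, roughly 3 SD of noise, on plates passing a quality check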;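 note: median bead fluorescence of bound FAM aptamer so fluorescent compounds give negative values; no value below 0 was filed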
CR mimetic SO: lowers age-related superoxide in aged yeast cells; S. cerevisiae aged cells, superoxide DHE fluorescence; active compounds read low; superoxide response (% of plate mean), % at 10 µM; 330,000 compounds, 0.18% hits; AID 2690;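 active = superoxide response under a set limit, about three screen SD below normal, cut at about 65% in these data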;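 note: yeast aged for seven days with compound at 30 °C before DHE staining; 100% = average MFI of all compound-treated wells on the plate with controls excluded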
* marks the source's active call; other numbers are inactive results; u = inconclusive; x = no result given; + = active, no number; [ ] = another dose, or the depositor's remark.

Values run as follows: AGP1-GFP MLPCN	VLA-4 inh	CIT2 TOR yeast	MEX-5 binding	GLD-1 RNA inh	BCLXL inh	MCL1-BIM inh	GRK2 aptamer HTS	CR mimetic SO
(1) CCCCN(C(=O)CSCc1ccc(C)cc1)c1c(N)n(CCC)c(=O)[nH]c1=O
  90	5	99	-0.7	6	9	5	0	101
(2) COc1ccc(NC(=O)CN2C(=O)NC3(CCCc4ccccc43)C2=O)c(OC)c1 (centres undefined)
  86	15	90	x	1	x	x	0	90
(3) CC(C)CNC(=O)Nc1ccc(F)c(Cl)c1
  103	-15	106	0.5	3	2	7	2	102
(4) COc1ccc(C(C(=O)NC2CCCC2)N(C(=O)c2ccoc2C)c2cc(C)cc(C)c2)cc1 (centres undefined)
  103	24	99	1.8	2	52*	7	2	109
(5) COc1ccc(-c2csc3ncnc(N4CCN(S(=O)(=O)c5ccc(Cl)s5)CC4)c23)cc1
  98	-10	86	3.9	4	-1	2	5	102
(6) COc1cc(OC)c(NC(=O)Nc2ccc(OC)c(OC)c2)cc1Cl
  101	6	91	-0.8	5	7	4	0	100
(7) Cc1cc2nc3n(c2cc1C)CC1CC(C(=O)NCCc2cccs2)N(C)C31 (centres undefined)
  79	10	70	0.7	1	5	0	0	96
(8) O=C(COc1ccc(Cl)cc1Cl)Nc1ccc(CN2CCOCC2)cc1
  102	1	105	-4.2	3	3	-4	4	107
(9) O=C(/C=C/c1ccco1)Oc1cccc2cccnc12
  112	-4	104	-1.7	-1	1	5	8	82
(10) CCOC(=O)c1sc(NC(=O)Nc2ccccc2F)nc1C
  101	18	104	0.4	5	4	2	1	101
(11) COc1ccc(-c2noc(COc3ccc4ccccc4c3Br)n2)cc1OC
  105	33	101	-1.7	-1	6	-5	0	120
(12) CCN(CC)S(=O)(=O)c1ccc(N2CCOCC2)c(NS(=O)(=O)c2ccc(C(C)C)cc2)c1
  107	9	99	2.4	7	0	1	0	102
(13) COc1ccc(NC(=O)CSc2nnc(Cn3c(=O)sc4ccccc43)n2C)c(OC)c1
  96	9	94	0.6	3	2	5	1	111
(14) CC(C)OCCCNC(=O)c1ccc(NC(=O)C2CCCO2)cc1 (centres undefined)
  106	6	102	0.9	-4	2	-1	0	96
(15) Cc1nc2ccccn2c1C(=O)NC1CCCCC1
  x	11	103	4.8	3	7	8	0	90
(16) COC(=O)Cc1cc(=O)n2[nH]c(C)c(-c3ccccc3)c2n1
  111	-1	119	0.6	2	7	14	0	98
(17) CCCCNC(=O)CSc1nc2cc3c(cc2c(=O)n1CCCC(=O)NCCc1ccc(OC)c(OC)c1)OCO3
  110	-5	114	4.6	-7	12	9	0	96
(18) O=C(c1cccc([N+](=O)[O-])c1)N(c1ccccn1)c1ccccn1
  98	13	98	-5.2	2	-1	-1	0	116
(19) CCN1/C(=C\c2ccc3ccccc3[n+]2CC)Sc2cc(C)ccc21
  189*[may fluoresce green]	x	+[may fluoresce green]	u	62*	-26	-64	96*	109
(20) Cc1ccc(C(O)Cn2cc([N+](=O)[O-])nc2C)cc1 (centres undefined)
  111	4	104	2.4	8	1	-5	1	105

Next part.
Values run as follows: AGP1-GFP MLPCN	VLA-4 inh	CIT2 TOR yeast	MEX-5 binding	GLD-1 RNA inh	BCLXL inh	MCL1-BIM inh	GRK2 aptamer HTS	CR mimetic SO
(21) COc1ccc(-c2ocnc2C(=O)N2CCN(C(c3ccccc3)c3ccccc3)CC2)cc1
  102	8	103	0.4	7	-1	4	0	70
(22) Cc1cccc2cc3c(NC(=O)C(C)C)nn(C)c3nc12
  98	-2	100	-1.0	5	10	4	1	103
(23) CC(C)NC(=O)c1ccc(NC(=O)CC2SC(N3CCCCC3)=NC2=O)cc1 (centres undefined)
  95	6	92	x	2	2	6	0	82
(24) O=C(Cn1cnc([N+](=O)[O-])n1)N/N=C/c1cccc2ccccc12
  115	23	119	-0.6	3	4	0	0	114
(25) COc1ccc(-c2cccc(NS(=O)(=O)c3cc([N+](=O)[O-])ccc3C)c2)nn1
  111	0	103	-1.5	1	5	5	0	102
(26) Cc1[nH]n2c(=O)cc(C(C)(C)C)nc2c1-c1ccccc1
  98	1	105	-1.7	6	4	5	3	100
(27) CCCCNC(=O)c1ccc(NS(=O)(=O)c2ccc3[nH]c(=O)[nH]c3c2)cc1
  98	-9	100	-0.8	5	6	0	0	121
(28) COc1cc(CN2CCN(S(=O)(=O)c3ccc(NC(C)=O)cc3)CC2)cc(OC)c1O
  100	6	99	-0.7	-4	6	0	1	111
(29) CC1CCCC(NC(=O)COC(=O)c2ccccc2Sc2ccccc2C#N)C1C (centres undefined)
  91	-15	85	0.4	1	4	-6	2	126
(30) COc1ccc(CNC(=O)c2noc(C)c2[N+](=O)[O-])cc1
  101	5	107	-2.8	-3	3	4	0	116
(31) CCC(C)(C)NC(=O)C(c1cccn1C)N(C(=O)Cn1nnc2ccccc21)c1ccc(OC)cc1 (centres undefined)
  107	5	110	-29*	8	9	4	2	108
(32) CCCN1Cc2cccc(C(=O)N3CCN(c4ccc(F)cc4)CC3)c2C1=O
  97	1	99	0.3	5	9	7	3	107
(33) COc1ccccc1N1C(=O)[C@@H]2[C@H](C1=O)[C@H](C(=O)c1ccc(OC(C)=O)cc1)N1N=CC=C[C@@H]21
  104	14	97	0.2	16	22	21	4	112
(34) COc1ccc(CNC(=O)COC(=O)c2cccc(S(=O)(=O)N3CCOCC3)c2)cc1
  95	-6	95	x	-7	-2	-6	6	102
(35) O=C(NCCCN1CCCC1)c1ccc2c(Cl)c3c(nc2c1)CCCC3
  97	4	104	1.5	1	6	11	0	108
(36) CC(C)C(NS(=O)(=O)c1cccc2nsnc12)C(=O)NCc1ccc2c(c1)OCO2 (centres undefined)
  105	4	104	-0.5	10	5	2	0	93
(37) Cc1cc(F)ccc1NCc1ccncc1
  90	7	x	-0.1	-3	4	5	0	111
(38) CC(C)C[C@H](NC(=O)N1CCn2c1nc1ccccc12)C(=O)NC1CCCCC1
  103	6	110	1.3	3	1	0	0	107
(39) Cc1ccc(F)cc1NC(=O)c1cccc(N(C)C)c1
  98	-17	102	2.1	4	5	-2	0	84
(40) CCOC(=O)C1(CC2CC2)CCN(C(=O)c2cc(OC)nc3ccccc23)CC1
  97	-6	107	-0.8	10	8	3	0	98

Just MCL1-BIM inh (6 entries from above):
| item | canonical_smiles | MCL1-BIM inh |
| --- | --- | --- |
| 18 | O=C(c1cccc([N+](=O)[O-])c1)N(c1ccccn1)c1ccccn1 | -1 |
| 19 | CCN1/C(=C\c2ccc3ccccc3[n+]2CC)Sc2cc(C)ccc21 | -64 |
| 20 | Cc1ccc(C(O)Cn2cc([N+](=O)[O-])nc2C)cc1 (centres undefined) | -5 |
| 21 | COc1ccc(-c2ocnc2C(=O)N2CCN(C(c3ccccc3)c3ccccc3)CC2)cc1 | 4 |
| 22 | Cc1cccc2cc3c(NC(=O)C(C)C)nn(C)c3nc12 | 4 |
| 23 | CC(C)NC(=O)c1ccc(NC(=O)CC2SC(N3CCCCC3)=NC2=O)cc1 (centres undefined) | 6 |

(continued)
41. CCc1cccc(NC(=O)CCNS(=O)(=O)c2cccc3nonc23)c1
42. COc1cc(Cl)cc(C2NC(=S)NC(c3ccccc3)=C2C(C)=O)c1OCC(=O)O (centres undefined)
43. COCCOCCOCCC(=O)NC1CC2CCC1(C)C2(C)C (centres undefined)
44. CC(C)OC(=O)c1c(NC(=O)c2ccco2)sc2c1CCCC2
45. CCOc1ccc2nc(NC(=O)Cn3[nH]c(=O)c4ccccc4c3=O)sc2c1
46. COc1ccc(Br)cc1[C@H]1[C@@H]2C=CCC[C@@]2(C)C(=O)N1Cc1ccccc1
47. CCC(CO)Nc1ncnc2onc(-c3ccc(F)cc3)c12 (centres undefined)
48. CCN1CCN(Cc2ccc(NC(=O)c3ccc(C)c(NC(=O)c4cc(-c5ccc(Br)cc5)n[nH]4)c3)cc2C(F)(F)F)CC1

Compound,41,42,43,44,45,46,47,48
AGP1-GFP MLPCN,106,94,105,96,103,98,110,84
VLA-4 inh,17,3,4,10,6,25,9,-15
CIT2 TOR yeast,104,92,97,90,96,95,111,89
MEX-5 binding,0.5,0.1,0.5,-2.1,3.2,2.3,-0.3,3.4
GLD-1 RNA inh,3,-4,7,1,-17,0,4,3
BCLXL inh,-2,-2,3,8,-21,1,3,2
MCL1-BIM inh,-8,6,6,0,-30,-2,3,10
GRK2 aptamer HTS,4,2,1,1,0,0,0,0
CR mimetic SO,91,106,83,98,99,96,101,97

49. COc1ccc(C(=O)N(Cc2ccc(N(C)C)cc2)C2CCS(=O)(=O)C2)cc1 (centres undefined)
50. CC/C(=N/NC(=O)c1ccccc1)c1ccc(OCCN2CCOCC2)cc1
51. Cc1coc2c(O)cc3c(c12)OC1(N2CCCCC2)C(=O)NCCCC31 (centres undefined)
52. COc1ccc(NC(=S)Nc2ccc(OCc3ccccc3)cc2)c(OC)c1
53. O=C(Nc1cccc(F)c1)Nc1ccccn1
54. Cc1nn(C)c(C)c1Sc1ccc(Br)cc1
55. Cc1noc(C)c1COC(=O)[C@@H](NC(=O)c1ccccc1Cl)C(C)C
56. CCCn1c(SCC(=O)O)nc2ccccc21

Compound,49,50,51,52,53,54,55,56
AGP1-GFP MLPCN,96,106,91,100,96,102,91,108
VLA-4 inh,9,7,15,4,6,-7,-8,-2
CIT2 TOR yeast,91,102,93,112,95,97,108,100
MEX-5 binding,-1.7,-1.5,x,1.1,3.3,-0.2,0.0,-1.1
GLD-1 RNA inh,5,1,27,-2,-1,9,-2,1
BCLXL inh,3,4,39*,4,5,6,2,16
MCL1-BIM inh,1,4,49*,8,6,3,5,-9
GRK2 aptamer HTS,2,1,9,1,4,0,4,2
CR mimetic SO,94,104,130,113,106,96,99,99

Profiles as entered above.
Cc1cc(F)ccc1NCc1ccncc1 reads AGP1-GFP MLPCN = 90; VLA-4 inh = 7; CIT2 TOR yeast = x; MEX-5 binding = -0.1; GLD-1 RNA inh = -3; BCLXL inh = 4; MCL1-BIM inh = 5; GRK2 aptamer HTS = 0; CR mimetic SO = 111
O=C(COc1ccc(Cl)cc1Cl)Nc1ccc(CN2CCOCC2)cc1 reads AGP1-GFP MLPCN = 102; VLA-4 inh = 1; CIT2 TOR yeast = 105; MEX-5 binding = -4.2; GLD-1 RNA inh = 3; BCLXL inh = 3; MCL1-BIM inh = -4; GRK2 aptamer HTS = 4; CR mimetic SO = 107

More records:
57. CC(Sc1nnc(-c2cccnc2)n1-c1ccccc1F)C(=O)N1CCCc2ccccc21 (centres undefined)
58. COc1cccc(C(=O)NCC(C)(C)SCc2ccc(F)cc2)c1
59. CCN(CC(=O)Nc1c(F)cccc1F)C(=O)c1ccc(S(=O)(=O)N2CCCC2)cc1
60. Cc1cc(C)nc(OC(=O)c2ccc(Cl)cc2Cl)n1
61. COc1cc(OC)cc(C(=O)NCC(=O)OCc2nc3ccccc3s2)c1

Compound,57,58,59,60,61
AGP1-GFP MLPCN,93,98,107,77,100
VLA-4 inh,10,3,-3,9,-14
CIT2 TOR yeast,96,102,100,74,96
MEX-5 binding,0.5,-2.3,0.7,-1.4,-1.5
GLD-1 RNA inh,0,2,3,18,4
BCLXL inh,1,2,1,5,-9
MCL1-BIM inh,1,0,1,4,-6
GRK2 aptamer HTS,0,0,1,0,4
CR mimetic SO,99,109,123,89,92
